Assay outcomes deposited in PubChem BioAssay by National Center for Advancing Translational Sciences (NCATS).
A549 tox = A549 cytotoxicity, counter-screen for Nrf2 inhibitors. A549 ARE-Fluc cells, CellTiter-Fluor viability, 18-24 h. Potency, µM (series often up to 46 µM), inactives show at the highest dose activity change, negative = cytotoxicity, usual class: inhibitors. 0.16% of 390,000 active. AID 504648; note: potency is the fitted concentration of half-maximal effect; % is set by controls: 0 for no effect and ±100 for the full control effect
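Cytotoxicity counterscreen: CellTiter-Fluor fluorescence was measured in A549 ARE_Fluc cells after 18-24 h of compound exposure in a concentration series. The subsequent BugLite luminescent read reports ARE-luciferase activity.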
MmCpn inh = blocks the Methanococcus maripaludis chaperonin Mm-Cpn; purified Mm-Cpn ATPase, ADP Transcreener TR-FRET; Potency, µM (titrated, usually from 76.9 µM), inactives show at the highest dose activity, negative = inhibition, most hits filed as inhibitors; 0.031% of 330,000 active; AID 504842; note: potency is the fitted concentration of half-maximal effect; % is set by controls: 0 for no effect and ±100 for the full control effect; nearly all actives have a fitted effect of over 80% in size
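Measured: ADP formation by purified Mm-CPN. Conditions: 25 nM protein, 10 uM ATP, Tris pH 7.4 with Mg2+, K+ and DTT, 37°C for 30 min. Detection: Transcreener HTRF after 30 min at room temperature.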
Nrf2 activator = activates Nrf2 signaling; AREc32 ARE-luciferase reporter (MCF7-derived line), luminescence, 24 h; Potency, µM (series often up to 46.1 µM), without a hit: at the highest dose activation, usual class: activators; 0.31% of 410,000 active; AID 624171; note: potency is the fitted concentration of half-maximal effect; % of control where 0% means no effect; nearly all actives have a fitted effect of over 65% in size
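Steps: seed AREc32_Fluc cells (1000/well, 5% FBS OPTI-MEM); incubate overnight at 37 deg C; add 23 nL compound; incubate 24 hr; add Steady-Glo; hold 30 min RT; read luminescence.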
CCT modulator = changes cytosolic chaperonin activity; purified chaperonin ATPase assay, HTRF ADP detection, 30 min; activity change, % (concentration not given with the values), hits read low; 0.3% of 360,000 active; AID 651819; in the data active = activity change below about -30%; note: % is set by controls: 0 for no effect and ±100 for the full control effect
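Enzyme 40 or 20 nM (batch-dependent) in Tris pH 7.4/KCl/MgCl2/DTT; cpd 76 uM single point; ATP 10 uM; 30 min 37 °C; Transcreener ADP HTRF detection, 30 min RT; ratio 665/615.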
TGFb SMAD3 inh = TGF-b pathway inhibition | HepG2 CAGA-GFP TGF-b/SMAD3 reporter, GFP fluorescence, 18 h; TGF-beta stimulated, 500 pg/mL final | Potency, µM (top dose mostly 46.1 µM), without a hit: at the top dose activity, negative = inhibition, most hits filed as inhibitors | 1.2% of 410,000 active; note: potency is the fitted concentration of half-maximal effect; % is set by controls: 0 for no effect and ±100 for the full control effect; nearly all actives have a fitted effect of over 65% in size
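HEPG2 CAGA-GFP reporter cells (1000/well, DMEM with 1% FBS) received compounds, then recombinant TGF-beta at 500 pg/mL final for 18 hours at 37 degrees C. Per-cell GFP summed per well was normalised to unstimulated and stimulated DMSO controls before curve fitting.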
pAkt inh = inhibitors of Akt phosphorylation; Neuro2A IGF-stimulated pAkt S473 HTRF, 20 min; hits give low values; activity change, % for hits at 50 µM; 0.32% of 360,000 active; in the data active = activity change below about -80%; inconclusive = mostly about -51% to -80%; note: % is set by controls: 0 for no effect and ±100 for the full control effect
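Neuro2A cells in DMEM with 0.5% FBS, overnight at 37 deg C, given compound at single 50 µM final, then IGF (6 nM final) for 20 min at 37 deg C. Lysed; phospho-Akt Ser473 by HTRF after 24 h, 665/615 ratio.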
Abeta yeast res = A-beta toxicity reversal in yeast. yeast expressing A-beta42, growth rescue, OD600, 48 h; response scale: 0% DMSO, 100% iron-clioquinol control. Potency, µM (series often up to 46.1 µM), for the others: at the top dose growth rescue, actives largely listed as activators. 0.063% of 410,000 active. AID 1347071; note: potency is the fitted concentration of half-maximal effect; nearly all actives have a fitted effect of over 55% in size
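Yeast A-beta toxicity model in growth medium with pinned compounds, 48 h at 30 C; growth read as absorbance at 600 nm. Normalized to FeCl3/clioquinol equimolar mix (positive) and DMSO (negative).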
Nrf2 inh = inhibitors of Nrf2 signaling; A549 ARE-Fluc reporter, luciferase luminescence, 18-24 h; Potency, µM (highest dose often 46 µM), inactives show top-dose activity change, negative = inhibition, usual class: inhibitors; 2.1% of 360,000 active; note: potency is the fitted concentration of half-maximal effect; % is set by controls: 0 for no effect and ±100 for the full control effect; nearly all actives have a fitted effect of over 60% in size
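In this cell-based qHTS, ARE-driven firefly luciferase in A549 cells reports Nrf2 activity; the luminescent signal after BugLite lysis is the measured value, with a prior CellTiter-Fluor read for cell health.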
HepG2 viability = kills HepG2 cells in TGF-b inhibitor counter-screen. HepG2 CAGA-GFP viability, ATP luminescence, 18 h. Potency, µM (titrated, usually from 46.1 µM), without a hit: at the highest dose activity change, negative = cytotoxicity, most hits filed as cytotoxic. 0.76% of 410,000 active; note: potency is the fitted concentration of half-maximal effect; some results filed as inactive show a strong effect at the top dose
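CellTiter-Glo luminescence gave cytotoxicity after 18 hours at 37 degrees C. The cells were HepG2 CAGA-GFP in 1% FBS DMEM, stimulated with 500 pg/mL TGF-beta after compound addition. %Activity was normalised to no-cell wells (complete cell-killing) and DMSO (no toxicity), and curves were fitted and classified.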
The depositor's hits bear a star; i = inactive; ? = inconclusive; . = no result given; [ ] = dose if it differs, or a comment. Unless noted, calls come from the whole dose curve; as a rule, active = well fitted curve in the direction sought with a large enough effect; inconclusive = small, poorly fitted or top-dose-only effect, or another doubt; inactive = no such curve, though single readings can be large; an effect the other way counts as inactive or inconclusive.

entry	mol	A549 tox	MmCpn inh	Nrf2 activator	CCT modulator	TGFb SMAD3 inh
1	COc1cc(NS(=O)(=O)c2ccc(N)cc2)nc(OC)n1	-3%	2%	-1.4%	0.5	6%
2	Cc1nc2sc3c(c2c(=O)o1)CCCC3	-5%	-1%	-0.1%	-3.8	-8%
3	O=C(COC(=O)c1ccc2c(=O)n3c(nc2c1)CCC3)Nc1ccccc1F	9%	-1%	-0.8%	-4.0	-19%
4	CCN(CC)c1ccc(-c2nc(-c3ccccc3C)no2)cc1[N+](=O)[O-]	0%	.	7.2%	.	-16%
5	Cc1cc(C)cc(Nc2ncc3c(n2)CCCC3=O)c1	-1%	1%	-1.2%	-0.5	20%
6	CSc1nsc(SCC(=O)Nc2nc3ccccc3s2)n1	-4%	-2%	19%	0.7	4%
7	O=C(O)CC1(CC(=O)Nc2cccc(C(F)(F)F)c2)CCCC1	1%	-1%	-0.9%	0.1	30%
8	COc1ccccc1C(=O)N/N=C(\C)CC(=O)Nc1ccc(Cl)cn1	1%	-1%	?	-1.0	-7%
9	O=C1OCc2ccc(NS(=O)(=O)c3ccc(C(F)(F)F)cc3)cc21	12%	-2%	-0.1%	0.3	3%
10	CN(C)CCCN(C(=O)CCS(=O)(=O)c1ccccc1)c1nc2cc3c(cc2s1)OCO3	-18%	1%	?	0.9	?
11	COC(=O)c1sccc1S(=O)(=O)N(CC(=O)NCc1ccc(F)cc1)c1ccccc1	3%	.	4.2%	.	-14%
12	CC(=Nc1cccc(O)c1)c1sc2ccccc2c1O	14%	-15%	20%	-0.4	?
13	CC(=O)c1cccc(N2C(=O)CC(N3CCN(S(=O)(=O)c4ccc(Cl)cc4)CC3)C2=O)c1 (stereo not given)	-1%	-2%	-0.8%	0.7	14%
14	COc1ccc(C(=O)NC2=C(C#N)CCC2)cc1OC	11%	1%	0.0%	-1.0	14%
15	O=C(c1ccco1)N(CC1CCCO1)c1nc(-c2ccccc2)cs1 (stereo not given)	8%	-2%	7.5%	-2.0	-11%

entry	pAkt inh	Abeta yeast res	Nrf2 inh	HepG2 viability
1	i	-19%	2%	-8%
2	i	3%	.	0%
3	i	-10%	-2%	-48%
4	.	-23%	-21%	4%
5	i	-6%	.	25%
6	i	10%	-22%	-18%
7	i	-8%	-17%	33%
8	i	2%	-4%	-65%
9	i	-2%	?	76%
10	i	3%	-2%	-107%
11	.	-10%	0%	-7%
12	i	8%	6%	-20%
13	i	-4%	6%	-8%
14	i	-3%	-11%	-2%
15	i	-24%	?	-26%

Next results follow:
entry	mol	A549 tox	MmCpn inh	Nrf2 activator	CCT modulator	TGFb SMAD3 inh
16	CN(Cc1ccco1)C(=O)c1cc2c(s1)-c1ccc(Cl)cc1S(=O)(=O)C2	1%	-3%	6.7%	-5.0	-11%
17	Cc1cc(Cl)ccc1NC(=O)c1ccc2c(c1)CCN2S(C)(=O)=O	0%	-1%	0.6%	-1.6	-3%
18	Cn1cnc(S(=O)(=O)N2CCc3ccccc32)c1	2%	0%	-0.2%	2.0	2%
19	CCOC(=O)CSc1ccc2ccccc2n1	2%	-14%	0.7%	-4.2	-1%
20	CCOC(=O)c1ccc(-c2cccc(C(F)(F)F)c2)nc1C	-7%	1%	15%	0.4	18%
21	COc1cc(/C=C/C(=O)N2CCCC2)cc(OC)c1OC	0%	1%[15.4 µM]	0.5%	0.2	8%
22	CCOC(=O)Cc1csc(NC(=O)CN2CCN(CC)CC2)n1	3%	-1%	-0.8%	-0.6	11%
23	COc1cccc2[nH]c(C(=O)NCc3ccccc3)cc12	-1%	-4%	0.6%	-3.3	21%
24	CCN(CC)c1nc2ccccc2c(N)c1-c1ccccc1	?	1%	7.0%	-1.8	?
25	OCC1(CO)CC2(C1)CC(CO)(CO)C2	-8%	.	0.1%	3.2	-9%
26	O=C(CSc1oc(-c2ccccc2)nc1S(=O)(=O)c1ccc(Cl)cc1)Nc1ccc(F)cc1	1%	.	0.5%	.	6%
27	COc1ccc(CC2(CO)CCN(Cc3cnn(C)c3)CC2)cc1	1%	-3%	-0.8%	-1.7	5%
28	Cc1cccc(C)c1Nc1ncnc(N)c1[N+](=O)[O-]	1%	-4%	0.0%	0.0	2%
29	CC(=O)N1CCN(S(=O)(=O)c2cccc(C(=O)NC3CCCC(C)C3C)c2)CC1 (stereo not given)	.	.	-0.1%	-1.6	1%
30	CCc1cccc2c(C(=O)COC(=O)c3ccccc3)c[nH]c12	0%	-1%	4.8%	0.2	19%

entry	pAkt inh	Abeta yeast res	Nrf2 inh	HepG2 viability
16	.	8%	-20%	-8%
17	i	-8%	?	-21%
18	i	9%	2%	-22%
19	i	23%	5%	0%
20	i	5%	-10%	5%
21	i	12%	-15%	3%
22	i	-11%	7%	0%
23	i	12%	-16%	12%
24	i	-13%[9.22 µM]	.	-2%
25	i	-7%	-3%	3%
26	.	-4%	-10%[9.27 µM]	-13%
27	i	-1%	-16%	-3%
28	i	12%	-12%	8%
29	i	7%	.	-12%
30	i	12%	?	2%

An excerpt from above, showing only A549 tox and Abeta yeast res:
# | smiles | A549 tox | Abeta yeast res
17 | Cc1cc(Cl)ccc1NC(=O)c1ccc2c(c1)CCN2S(C)(=O)=O | 0% | -8%
18 | Cn1cnc(S(=O)(=O)N2CCc3ccccc32)c1 | 2% | 9%
30 | CCc1cccc2c(C(=O)COC(=O)c3ccccc3)c[nH]c12 | 0% | 12%
19 | CCOC(=O)CSc1ccc2ccccc2n1 | 2% | 23%
20 | CCOC(=O)c1ccc(-c2cccc(C(F)(F)F)c2)nc1C | -7% | 5%

One compound at a time, from the list above. Order of screens: A549 tox	MmCpn inh	Nrf2 activator	CCT modulator	TGFb SMAD3 inh	pAkt inh	Abeta yeast res	Nrf2 inh	HepG2 viability
Record of CCOC(=O)c1ccc(-c2cccc(C(F)(F)F)c2)nc1C → -7%	1%	15%	0.4	18%	i	5%	-10%	5%
Record of CCOC(=O)Cc1csc(NC(=O)CN2CCN(CC)CC2)n1 → 3%	-1%	-0.8%	-0.6	11%	i	-11%	7%	0%

(listing goes on)
entry	mol	A549 tox	MmCpn inh	Nrf2 activator	CCT modulator	TGFb SMAD3 inh
31	COc1ccc(C(=O)Nc2nnc(SCC(=O)NC3CC3)s2)cc1	-1%	-1%	-1.0%	-1.4	1%
32	Cc1ccc(C(=O)Nc2ccc(N3CCOCC3)cc2)cc1S(=O)(=O)N1CCCCC1	3%	0%	0.1%	-0.1	?
33	CCC(Cc1ccccc1)NS(=O)(=O)c1ccc2c(c1)NC(=O)CO2 (stereo not given)	9%	-2%	-0.7%	-6.4	-19%
34	COc1ccccc1C(=O)NCCC(=O)NCC(c1ccco1)N1CCCC1 (stereo not given)	11%	0%	0.1%	-6.8	-2%
35	O=C1CS/C(=N\N=C\c2ccco2)N1c1ccccc1	5%	1%	?	-0.6	-6%
36	CCCn1cc(SCC(=O)NC2CCCC2)c2ccccc21	-3%	0%	-0.2%	-2.6	7%
37	CCN(c1ccccc1)S(=O)(=O)c1ccc(Cl)c(C(=O)NCc2ccco2)c1	-2%	3%	2.6%	0.0	9%
38	CCN(CC)CC(O)COC(c1ccccc1)c1ccccc1 (stereo not given)	1%	0%	0.3%	-0.4	2%
39	CN(C(=O)CSc1nnc(-c2ccco2)n1N)C1CCCCC1	3%	2%	-0.3%	1.4	-6%
40	CCOc1cc(-c2ccc(OC(=O)c3ccccc3)c(OC)c2)cc(=O)c2c(C)oc(C)c12	-9%	.	14%	.	3%
41	CCOC(=O)C(Cc1ccc(NC(=O)/C(=C/c2ccc(OC(C)=O)cc2)NC(C)=O)cc1)N1C(=O)c2ccccc2C1=O (stereo not given)	-2%	1%	-0.6%	-2.0	7%
42	O=C(NCCc1ccccc1)c1ccccc1F	9%	-2%	0.1%	0.7	-7%
43	CC(C)c1ccc(N(CC(=O)NCCc2ccccc2)C(=O)c2csnn2)cc1	-16%	1%	3.6%	-0.3	21%
44	CS(=O)(=O)N1Cc2ccccc2CC1C(=O)Nc1ccccc1C(N)=O (stereo not given)	5%	-1%	1.6%	-0.3	-2%

entry	pAkt inh	Abeta yeast res	Nrf2 inh	HepG2 viability
31	i	7%	?	-10%
32	i	30%	?	1%
33	i	4%	5%	-16%
34	i	4%	12%	0%
35	i	-23%	?	33%
36	i	-2%	2%	9%
37	i	-10%	4%	10%
38	i	2%	-10%	15%
39	i	-6%	13%	1%
40	.	-52%[inhibitor]	-5%	-6%
41	i	0%	19%	-7%
42	i	-9%	?	-19%
43	i	1%	-23%	-5%
44	i	14%	14%	1%

Given as a markdown table: entries from further up
| No. | Molecule | A549 tox | MmCpn inh | Nrf2 activator | CCT modulator | TGFb SMAD3 inh | pAkt inh | Abeta yeast res | Nrf2 inh | HepG2 viability |
| --- | --- | --- | --- | --- | --- | --- | --- | --- | --- | --- |
| 4 | CCN(CC)c1ccc(-c2nc(-c3ccccc3C)no2)cc1[N+](=O)[O-] | 0% | . | 7.2% | . | -16% | . | -23% | -21% | 4% |
| 5 | Cc1cc(C)cc(Nc2ncc3c(n2)CCCC3=O)c1 | -1% | 1% | -1.2% | -0.5 | 20% | i | -6% | . | 25% |
